# NR2E3 ag-1: NR2E3 agonists in two-hybrid cells, primary screen, cell-based, luminescence, CHO-S, Gal4-NCOR/VP16-NR2E3; Photoreceptor-specific nuclear receptor (Homo sapiens), Q9Y5X4; luciferase; inhibition of corepressor binding, % at 3.98 µM; 360,000 compounds, 0.35% hits; AID 602229, 2012;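 active = inhibition above the mean of all tested compounds plus 3 SD, cut at about 70% in these data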;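 note: 0% = DMSO with NR2E3 transfected cells and 100% = cells lacking NR2E3 construct; higher means lower luciferase signal from less NR2E3 corepressor binding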
# Target sequence (Q9Y5X4 whole entry, looked up, the tested form may be a part): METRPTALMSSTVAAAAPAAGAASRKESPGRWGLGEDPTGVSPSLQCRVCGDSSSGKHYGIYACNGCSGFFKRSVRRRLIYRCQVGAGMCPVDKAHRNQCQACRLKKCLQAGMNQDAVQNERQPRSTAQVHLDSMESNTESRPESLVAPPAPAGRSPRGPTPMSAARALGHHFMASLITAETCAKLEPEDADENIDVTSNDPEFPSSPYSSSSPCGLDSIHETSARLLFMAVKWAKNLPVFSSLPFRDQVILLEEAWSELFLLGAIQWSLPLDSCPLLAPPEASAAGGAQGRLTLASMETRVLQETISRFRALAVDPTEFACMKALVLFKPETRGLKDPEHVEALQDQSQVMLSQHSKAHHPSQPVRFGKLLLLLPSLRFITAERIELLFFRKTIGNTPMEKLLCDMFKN
# KKLEB cytotox: cytotoxicity in KKLEB CF airway cells, primary screen, cytotoxicity control for CF NF-kB inhibitor project, cell-based, uHTS, fluorescence assay plates; activity change (cytotoxicity), % at 5 µM; KKLEB CF airway cells viability, ATPlite luminescence, overnight; stronger effect = lower value; cells stimulated with P. aeruginosa culture filtrate; 360,000 compounds, 0.36% hits;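 active = corrected activity change at or below -50% at 5 µM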
# Shn3 inh set2: reduction of Shn3 3'UTR firefly luciferase signal, primary screen, Schnurri-3 inhibitor project, cell-based, Clone20 osteoblasts, set 2. 360,000 compounds, 0.52% hits. inhibition, % at 12.5 µM. Clone20 osteoblast Shn3 3'UTR firefly luciferase, 24 h;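 active = mean inhibition of at least 75% with every replicate also reaching 75%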;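 note: 0% = median of neutral control wells and 100% = pilot-screen positive control compound; some compounds past the cut are filed as inactive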
# HIF-2a inh: HIF-2a reporter inhibitors, primary screen, luminescence, 786-0 RCC cells. AID 624352, 2012. inhibition, % at 18.8 µM. 360,000 compounds, 0.72% hits. 786-0 RCC cells HIF-2a reporter, luciferase luminescence, overnight;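 active = inhibition of the luminescence signal of 40% or more relative to plate controls, in a single-dose primary screen at 18.75 µM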
# NR2E3 ag-2: inhibitors of NR2E3-RetCOR corepressor binding, primary screen, NR2E3 agonist project, biochemical, TR-FRET, GST-NR2E3, biotin-RetCOR | 1536-well | inhibition of corepressor binding, % at 4.78 µM | 320,000 compounds, 0.12% hits | AID 2300, 2010;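 active = percent inhibition above the cutoff of mean plus 3 SD of all tested compounds, set per screening campaign, cut at about 20% in these data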;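 note: 0% = DMSO wells and 100% = biotin wells as full block of FRET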
#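 System: GST-NR2E3 and biotin-RetCOR proteins; probe or stimulus: 7 nM biotin-RetCOR; doses: compound at 4.8 µM, single dose; schedule: Compound–protein incubation for 5 h at 4 °C; detection: time-resolved FRET; read-out: percent inhibition; controls: biotin wells as high control, 0.6% DMSO wells as low control; format: 1536-well plates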
# TRPM1 prom inh: inhibitors of MITF-dependent TRPM1 promoter reporter, primary screen, cell-based, SK-MEL-5, single point, luciferase | SK-MEL-5 TRPM1 promoter luciferase, 24 h | inhibition, % at 12.5 µM | 330,000 compounds, 0.83% hits;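 active = mean inhibition across replicates of 60% or more, whatever share of single replicates reaches that level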; note: values of inactives mirror those of a sister screen read the other way
# Peg3 prom inh: Peg3 promoter-driven luciferase inhibitors, primary screen, cell-based, HeLa, luciferase luminescence | HeLa PEG-Prom luciferase reporter, overnight | inhibition, % at 20 µM | 360,000 compounds, 1.7% hits | AID 588405, 2011;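 active = inhibition of at least 50% at 20 µM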
# CF NFkB inh: inhibitors of PAF-induced NF-kB signaling, primary screen, cell-based, GFP fluorescence, uHTS. KKLEB NF-kB-GFP reporter, GFP fluorescence overnight. 360,000 compounds, 0.86% hits. inhibition, % at 5 µM;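 active = at least 50% inhibition at 5 µM, scaled per plate between neutral and stimulator controls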;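 note: PAF is a Pseudomonas aeruginosa culture filtrate used as stimulus; plate controls were PAF-stimulated DMSO wells for no effect and unstimulated DMSO wells for full effect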
# TROY NFkB inh: inhibitors of TROY-driven NF-kB signaling, primary screen, Q293 LMP1-TROYcd cells, NF-kB luciferase, uHTS | Q293 LMP1-TROYcd NF-kB luciferase reporter, 4 h | inhibition, % at 10 µM | 360,000 compounds, 0.98% hits | AID 1347056, 2019;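 active = compounds whose plate-normalised and pattern-corrected inhibition of the luciferase reporter signal at the single screening dose is 50% or more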
# TRAIL sens C8: viability loss with TRAIL in NB7+C8 cells, primary screen, TRAIL sensitizer project, cell-based, ATPlite luminescence | inhibition (viability loss, TRAIL sensitization), % at 10 µM | AID 624354, 2012 | 360,000 compounds, 1% hits;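 active = compounds causing at least 50% loss of cell viability in the single-dose screen, relative to plate controls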
# TWEAK Fn14 block: inhibitors of TWEAK-Fn14 signaling, primary screen, luciferase reporter cells, uHTS | TWEAK-stimulated Fn14 reporter cells, luciferase luminescence, 8 h | inhibition, % at 10 µM | 360,000 compounds, 2% hits; in the data active = inhibition above about 50%
# * marks the source's active call; other numbers are inactive results; / = not tested or not shown; & = joins results of further samples. Not all compounds are listed; the hit share may differ from the screen's.
SMILES,NR2E3 ag-1,KKLEB cytotox,Shn3 inh set2,HIF-2a inh,NR2E3 ag-2,TRPM1 prom inh,Peg3 prom inh,CF NFkB inh,TROY NFkB inh,TRAIL sens C8,TWEAK Fn14 block
CSCCC(NC(=O)c1ccc([N+](=O)[O-])cc1Cl)C(=O)OCC(=O)N1CCN(C(C)=O)CC1 (stereo unspecified),-14,-3,-7,-4,-1,-5,2,-6,-16,1,10
Cc1ccc(C(=O)Nc2ccc(Cl)cn2)cc1,-201,-7,-30,-210,1,7,-110,21,-3,62*,56*
CCOC(=O)C1=CCC(C(C)(C)C)N(S(=O)(=O)c2ccc(C)cc2)C1 (stereo unspecified),-17,-13,-34,21,/,/,20,21,10,17,25
CCc1nc(C)c(C(=O)N2CCCC(C(=O)Nc3cccc(-c4cccc(C)c4)c3)C2)o1 (stereo unspecified),-98,0,-13,-169,3,-20,-119,-2,-33,4,-5
Cc1cccc(C)c1C(O)c1ncc(-c2cccc(F)c2)[nH]1 (stereo unspecified),-14,-12,-8,5,/,/,-1,23,-9,-10,1
COc1ccccc1CNC(=O)COc1cccnc1[N+](=O)[O-],-13,-2,-19,7,6,-12,3,-5,16,-15,-14
CCOC(=O)c1sc2nc3c(SCCC(=O)O)cc(C(=O)c4cc(OC)ccc4O)cn3c(=O)c2c1C,-68,-10,-31,-20,/,13,-25,-9,-3,22,14
CCn1ncc(CN2CCN(C(=O)Nc3ccccc3C(=O)OC)CC2)c1C,-2,-13,23,7,3,7,5,7,-2,3,-8
O=C(Nc1ccc(Oc2ccccc2)nc1)C1CCCCN1Cc1cccc(OCCO)c1 (stereo unspecified),-11,5,4,-22,-1,-9,-17,-14,-36,8,-5
COc1ccc(CS(=O)(=O)CC(C)(O)c2ccccc2)cc1 (stereo unspecified),-17,3,1,21,-2,3,13,-18,10,-12,8
N#Cc1ccc(-c2ccc(OCC(=O)NCCc3ccccc3)cc2)cc1,-5,0,9,2,3,-1,1,-1,-2,-12,17
Cc1ccc(Sc2c([N+](=O)[O-])ncn2C)cc1,5,-6,12,-1,1,9,10,24,-9,-3,-14
Nc1cc(N2CCCC2)ccc1[N+](=O)[O-],-9,5,2,-37,-1,0,-43,-6,-9,15,5
O=C(Cn1cc(CCO)nn1)N1CCNCC1,-30,7,-9,12,1,-4,-1,-15,2,-23,13
c1ccc2[nH]c(-c3ccnc4ccccc34)nc2c1,-88&-78,-7&9,-25&-24,-170&-183,4&1,-17&-7,-151&-146,-3&-4,-37&-70,-9&-4,6&8
Cc1ccc(C(=O)/C=C\NCc2ccccc2)cc1,-33,2,-42,-183,-1,-43,-217,-12,-57,-8,4
O=C(CN1CCN(S(=O)(=O)c2ccccc2)CC1)Nc1ccccc1Cl,19,3,1,-13,1,-28,9,8,-1,6,-7
COc1ccc(/C=N/NC(=O)Cn2cc(C(F)(F)F)ccc2=O)cc1,-20,12,-32,-6,-10,2,0,-8,-5,0,-1
CSc1nnc(-c2cc(Br)ccc2N=Cc2c(C)[nH]n(-c3ccccc3)c2=O)c(=O)[nH]1,-15,1,8,12,-2,11,8,-3,-8,-8,5
CN(C)CCN1CCN(C2CN(C3CCCC3)S(=O)(=O)C2)CC1 (stereo unspecified),0,-12,8,10,/,/,15,1,-10,-4,-7

# One compound at a time, as listed above:
# CSCCC(NC(=O)c1ccc([N+](=O)[O-])cc1Cl)C(=O)OCC(=O)N1CCN(C(C)=O)CC1 (stereo unspecified) is entered as NR2E3 ag-1: -14; KKLEB cytotox: -3; Shn3 inh set2: -7; HIF-2a inh: -4; NR2E3 ag-2: -1; TRPM1 prom inh: -5; Peg3 prom inh: 2; CF NFkB inh: -6; TROY NFkB inh: -16; TRAIL sens C8: 1; TWEAK Fn14 block: 10
# O=C(Nc1ccc(Oc2ccccc2)nc1)C1CCCCN1Cc1cccc(OCCO)c1 (stereo unspecified) is entered as NR2E3 ag-1: -11; KKLEB cytotox: 5; Shn3 inh set2: 4; HIF-2a inh: -22; NR2E3 ag-2: -1; TRPM1 prom inh: -9; Peg3 prom inh: -17; CF NFkB inh: -14; TROY NFkB inh: -36; TRAIL sens C8: 8; TWEAK Fn14 block: -5

# Continuation:
SMILES,NR2E3 ag-1,KKLEB cytotox,Shn3 inh set2,HIF-2a inh,NR2E3 ag-2,TRPM1 prom inh,Peg3 prom inh,CF NFkB inh,TROY NFkB inh,TRAIL sens C8,TWEAK Fn14 block
CCOC(=O)CC1COCCN1C(=O)c1ccc2oc(Cc3ccccc3)nc2c1 (stereo unspecified),-51,20,-64,-181,0,-78,-257,8,-68,9,-17
Cc1nc(SCC(=O)Nc2cc(Cl)ccc2[N+](=O)[O-])nc(C)c1C,-17,-2,-36,12,0,13,14,16,2,-5,3
COc1ccc2[nH]cc(CCNC(=O)Cn3cc(C)c(=O)[nH]c3=O)c2c1,-21,-8,11,6,/,0,-7,10,-24,-12,-10
COc1ccc2nc(C)cc(N/N=C/c3ccccc3)c2c1,-56,-5,19,-11,-1,99*,107*,-312,-71,53*,-113
COC(=O)c1ccc(COC(=O)CSCC(=O)Nc2ccc(C)cc2C)cc1,4,1,-7,3,/,2,4,6,-4,18,-13
CCOC(=O)N1CCN(C(=O)CSc2ccc3nnc(-c4cccnc4)n3n2)CC1,-9,-3,2,16,2,10,33,-2,18,3,31
COc1cc2c(cc1OC)C(C)N(C(=S)NC(=O)c1ccccc1)CC2 (stereo unspecified),-16,2,15,11,-3,-3,9,10,-26,0,-8
CC(=O)Nc1nc(Cn2nnc(-c3ccc4c(c3)OCO4)n2)nc(N(C)C)n1,-31,-19,16,17,3,6,22,9,-7,6,-2
COc1ccc(S(=O)(=O)N2CCCCC2)cc1NC(=O)CCCNC(=O)c1ccc(Cl)cc1,1,-3,-6,4,-3,7,7,23,9,5,0
O=C1NC[C@H](CCCCN2C[C@H](Cc3ccc(O)cc3)N(CCC3CCCCC3)C(=O)C2=O)N(CC2CCCCC2)C1=O,-8,/,/,2,/,/,/,/,17,-7,9
CC1CCc2nc(NC(=O)Cc3cccs3)sc2C1 (stereo unspecified),-118,-8,-68,-290,1,-126,-352,17,-46,26,-23
CCCCNC(=O)c1cc(-c2ccc3c(c2)OCO3)on1,-107,-12,-65,-197,2,-70,-342,2,-48,18,10
COC(=O)C(Cc1cncn1COCc1ccccc1)NC(=O)OC(C)(C)C (stereo unspecified),6,-1,-3,7,0,4,-3,1,7,-4,8
COCc1cc(C)[nH]c(=O)c1C#N,-9,1,0,15,5,-6,14,13,17,12,-4
O=C(CSc1nnc2ccc(-c3ccccn3)nn12)NCCc1ccccc1,11,-8,-8,6,-1,4,1,17,-6,-10,7
Cc1ccc(CSCC(=O)N2CCCC2)cc1,-2,-10,-2,-43,-2,-14,-27,9,-24,-2,0
CCOc1ccc(NC(=O)CCNC(=O)c2ccco2)cc1,-30,-11,9,-64,0,-11,-44,21,-29,-5,-11
OC1C[N+]2(CCCCC2)C1,-22,-4,-11,14,2,5,1,0,-9,8,-1
CC(OC(=O)CCc1nc2ccccc2c(=O)[nH]1)C(=O)Nc1cccc(C(F)(F)F)c1 (stereo unspecified),-11,-22,23,11,/,0,3,11,14,1,7
COc1cccc(CN2CCN(Cc3ccc(C)o3)CC2CCO)c1 (stereo unspecified),-48,-4,15,0,-3,6,-12,-1,-11,-13,1
Cn1nc(-c2ccccc2)c(CO)c1Oc1cccc(C(F)(F)F)c1,16,3,-4,1,0,-5,9,4,-25,-4,3
COC(=O)c1cc(=O)c2c(C)nc(C(Cl)(Cl)Cl)nc2[nH]1,-11,-6,-7,6,0,2,11,5,14,7,-3
CC1(C)CC(=O)C=C(NCCCN2CCCC2=O)C1,-5,1,-4,2,-1,-11,6,11,6,10,14
CCOc1ccc(NC(=O)c2cccs2)c([N+](=O)[O-])c1,-126,-11,-43,-192,3,-40,-187,14,-6,20,0
CC(=O)CC1c2ccccc2C=C(c2ccsc2)N1c1ccc(-c2cccs2)cc1 (stereo unspecified),-56,/,/,-76,/,/,/,/,-34,17,-4
CN(C)c1nc(-c2cccnc2)nc(-c2ccccc2)c1C#N,-12,-21,-2,1,/,-1,13,6,7,8,0
COc1ccc(-c2nc(N)nc(C(F)(F)F)c2-c2csc(C)n2)c(O)c1,-5,-8,-4,-6,2,7,5,6,13,1,2
CCOC(=O)N1CCC(NC(=O)C(NS(=O)(=O)c2ccc3c(c2)CCN3C(C)=O)C(C)C)CC1 (stereo unspecified),-5,3,2,16,-2,-7,3,-3,-10,-6,-1
CCOC(=O)c1c(C)[nH]c(C(=O)COC(=O)/C=C/c2ccc3c(c2)OCO3)c1C,7,-7,-5,10,-2,5,2,1,-15,8,-14
CCC(CO)NCc1ccc(-c2ccccc2)cc1 (stereo unspecified),-13,4,6,-33,-2,-17,-28,-10,-3,-1,-5
Cn1c(SCC(=O)NNC(=O)c2ccccc2)nnc1C1CC1,-27,0,9,20,-1,-1,4,-7,2,-3,-3
CCCSc1nsc(SCCC)c1C#N,1,-19,-26,-110,2,-38,-66,8,/,-3,5
CCOC(=O)c1sc(=NC(=O)COc2ccc(Cl)cc2)n(C)c1C,0,3,6,2,5,-2,-16,-9,-12,7,-21
COc1ccccc1-c1cc(C(=O)N/N=C/c2ccc(C)o2)c2ccccc2n1,17,-2,8,8,/,5,31,3,1,2,-59
CCc1ccc(-c2csc3ncn(CC)c(=O)c23)cc1,-7,5,11,-1,9,5,6,1,1,2,-16
CC(C)N(C(=O)CSc1nnc(Cc2csc(Nc3ccccc3)n2)o1)C(C)C,-2,6,8,14,-2,4,11,-14,14,5,-10
COc1ccc2cc(-c3cccnc3)ncc2c1,-84,-12,-56,-291,-3,-94,-314,3,-59,32,-45
COc1ccc(N(CC(=O)N2CCN(Cc3ccccc3)CC2)S(C)(=O)=O)cc1OC,-1,-10,3,14,1,-2,18,12,-9,-20,9
CCn1cc(CCCC(=O)NCc2cccnc2)c2ccccc21,-8,-14,-1,16,/,1,6,19,21,-13,-4
Cn1c(=O)cc(SCC(=O)NCCCN2CCOCC2)c2ccc(Cl)cc21,5,2,-17,19,-7,-14,-2,-12,12,-34,-17
O=C(CN1CCN(S(=O)(=O)c2ccccc2F)CC1)Nc1ccccc1C(=O)c1ccccc1,14,-4,24,30,1,11,40,8,-3,15,-28
COC(=O)c1ccc2c(=O)n(-c3ccccc3F)c(=S)[nH]c2c1,0,6,-8,-10,2,3,-10,20,-34,-1,10
CCOc1cccc(NC(=O)C2CC(=O)N(C)C(=Nc3cccc(F)c3)S2)c1 (stereo unspecified),-14,7,8,-11,-2,2,18,-1,-1,4,12

# Screening results deposited in PubChem BioAssay by several laboratories.
